Source: PubChem BioAssay
p53ts 32C kill: kills p53ts cells at the permissive temperature; H1299-p53A138V at 32C, ATP luminescence viability, 24 h; Potency, µM (doses to about 46.1 µM), for inactives: at the highest dose activity change, negative = cytotoxicity, most hits filed as cytotoxic; 130,000 tested, 0.93% active;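 note: 0% = DMSO and -100% = full killing by reference compound; nearly all actives have a fitted effect of over 55% in size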
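ATP-content luminescence (ATPlite) read-out after 24 h compound exposure at 32C in H1299-p53A138V cells (600/well). Tested up to 46 uM. Normalized to DMSO (0%) and 100 uM tamoxifen (100% killing); Hill-fit AC50.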
p53ts 39C kill: kills p53ts cells at the nonpermissive temperature. Potency, µM (titrated, usually from 46.1 µM), without a hit: at the top dose activity change, negative = cell killing, usual class: cytotoxic. AID 902. H1299-p53A138V viability at 39C, ATP luminescence, 24 h. 130,000 tested, 1.5% active; note: nearly all actives have a fitted effect of over 55% in size
IkB sig inh: IkB pathway inhibition in ABC-DLBCL cells | AID 445 | 110,000 tested, 0.04% active | ABC-DLBCL IkBa-CBG/CBR dual luciferase ratio, 4 h; response scale: scaled: untreated 0%, proteasome inhibitor 100% | Potency, µM (highest dose often 57.1 µM), inactives show at the highest dose IkBa stabilization activation; active = well fitted curve in the direction sought with a large enough effect in the signal ratio, not every such curve was filed as active; inconclusive = small, poorly fitted or top-dose-only effect, or a change in a side signal; the % refers to the signal ratio;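 note: the direction sought is a rising ratio; 0% = basal untreated cells and 100% = reference inhibitor full response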
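In this assay, an IκBα–CBG68 fusion accumulates when IKK-driven degradation is blocked; native CBR normalizes for cell number. OCI-Ly3 cells were treated 4 h with compound and doxycycline, then green and red light read after Chroma-Glo addition.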
Peg3 imprint: inducers of genomic imprint erasure in mouse ES cells. Potency, µM (doses to about 60.7 µM), for inactives: at the top dose activity change, positive = activation, usual class: activators. mouse ES Peg3-LacZ reporter, beta-gal luminescence, 40 h. 110,000 tested, 0.02% active;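 note: 0% = negative control wells on the plate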
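Each well holds 300 Peg3LacZ-Neo (maternal) female ES cells incubated 40 h at 37C, 5% CO2. LacZ is measured by BetaGlo luminescence, with AC50 and maximum efficacy derived from dose-response curves.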
* marks the source's active call; other numbers are inactive results; [ ] = dose if it differs, or a comment. Unless noted, calls come from the whole dose curve; as a rule, active = well fitted curve in the direction sought with a large enough effect; inconclusive = small, poorly fitted or top-dose-only effect, or another doubt; inactive = no such curve, though single readings can be large; an effect the other way counts as inactive or inconclusive. Unless noted, % is set by controls: 0 for no effect and ±100 for the full control effect; potency is the fitted concentration of half-maximal effect.

CN(C)c1ncc(C(=O)NCc2ccc(Cl)cc2)cn1 was read as p53ts 32C kill 1%, p53ts 39C kill 14%, IkB sig inh -0.3% and Peg3 imprint 6%[10.9 µM].
O=c1oc2ccccc2cc1-c1nc2ccccc2o1 was read as p53ts 32C kill inconclusive, p53ts 39C kill inconclusive, IkB sig inh inconclusive and Peg3 imprint -86%[inhibitor].
Screening Cc1ccc2c(c1)nnn2C1CCN(C(=O)c2cccs2)CC1 returned p53ts 32C kill -6%, p53ts 39C kill -5%, IkB sig inh -0.7% and Peg3 imprint -15%.
`COC(=O)c1ccc(NC(=O)Cn2nc(SC)n(N)c2=S)cc1` gave p53ts 32C kill 9%, p53ts 39C kill -6%, IkB sig inh 0.1% and Peg3 imprint -9%.
Screening CCc1ccccc1NC(=O)N1CCOc2ccccc21 returned p53ts 32C kill 1%, p53ts 39C kill -14%, IkB sig inh 0.3% and Peg3 imprint -11%[10.9 µM].
For CCCc1cc(=O)[nH]c(SCC(=O)NC(=O)OCC)n1 the results were p53ts 32C kill -9%, p53ts 39C kill 15%, IkB sig inh 0.2% and Peg3 imprint -4%.
`Cc1cccc(-c2nc(N3CCN(c4ccc(F)cc4)CC3)c3ccccc3n2)c1` gave p53ts 32C kill 5%, p53ts 39C kill -25%, IkB sig inh inconclusive and Peg3 imprint -7%[10.9 µM].
Screening COc1ccc(C(=O)N2CCC3(CC2)CCN(c2ccccn2)CC3)cc1 returned p53ts 32C kill -12%, p53ts 39C kill -10% and IkB sig inh 6.9%[11.4 µM].
COc1cc2c(C(=O)NCc3ccc(C)o3)cn(CC(C)C)c(=O)c2cc1OC was read as p53ts 32C kill 5%, p53ts 39C kill -3%, IkB sig inh 1.0% and Peg3 imprint -12%.
Screening CCC(=O)NCc1cc(-c2nn(C)c(=O)c3ccccc23)ccc1OC returned p53ts 32C kill -6%, p53ts 39C kill -24%, IkB sig inh 3.9% and Peg3 imprint -15%[10.9 µM].
Screening O=C(CSc1ccc2ccccc2n1)N1CCC(c2noc3ccc(F)cc23)CC1 returned p53ts 32C kill -5% and p53ts 39C kill 1%.
CC1=CC(c2ccccc2)n2nc(N3C(=O)c4ccccc4C3=O)nc2N1 (configuration not stated) was read as p53ts 32C kill 4%, p53ts 39C kill 7%, IkB sig inh 6.4% and Peg3 imprint -6%.
For O=C(Nc1ccccc1C(=O)Nc1ccccc1C(=O)NCc1ccco1)c1ccco1 the results were p53ts 32C kill -8%, p53ts 39C kill -7%, IkB sig inh 1.2% and Peg3 imprint -18%.
NC(=O)c1cc(S(=O)(=O)N2CCN(c3cccc(C(F)(F)F)c3)CC2)cs1 was read as p53ts 32C kill -2%, p53ts 39C kill -12%, IkB sig inh -2.1% and Peg3 imprint -11%[10.9 µM].
Screening Cc1cc(NC(=O)c2cc(-c3cccnc3)nc3c(C)c(C)ccc23)no1 returned p53ts 32C kill -10%, p53ts 39C kill -24%, IkB sig inh inconclusive and Peg3 imprint -11%.
`CN(C)c1ccc(-c2ccc3ncnc(N4CCNCC4)c3c2)cc1` gave p53ts 32C kill 16%, p53ts 39C kill 15%, IkB sig inh -1.0%[11.4 µM] and Peg3 imprint -16%.
COc1cccc(NC(=O)N2CCCC2C(=O)Nc2ccc3c(c2)OCO3)c1 (configuration not stated) was read as p53ts 32C kill -3%, p53ts 39C kill 2%, IkB sig inh -0.6% and Peg3 imprint -11%.
For Cc1cccc(N2CCN(C(=O)Cn3ccc4ccccc4c3=O)CC2)c1C the results were p53ts 32C kill -3%, p53ts 39C kill -15%, IkB sig inh inconclusive and Peg3 imprint -19%.
Clc1cccc(-c2nnc3sc(-c4ccc5c(c4)OCO5)nn23)c1 was read as p53ts 32C kill -2%, p53ts 39C kill -4%, IkB sig inh -0.4% and Peg3 imprint -3%.
Screening O=c1[nH]ncc2ccccc12 returned p53ts 32C kill 6%[1.84 µM], p53ts 39C kill 2%, IkB sig inh inconclusive and Peg3 imprint -3%.
O=C(O)Cn1cccc1C(=O)c1ccccc1 was read as p53ts 32C kill -3%, p53ts 39C kill 4%, IkB sig inh -0.6% and Peg3 imprint 3%.
For Cc1ccc2nc(Nc3ccc(C)c(F)c3)c3nncn3c2c1 the results were p53ts 32C kill 9%, p53ts 39C kill inconclusive, IkB sig inh -0.7% and Peg3 imprint -13%[10.9 µM].
CCN(CC(=O)N1CCCCCC1)S(=O)(=O)c1ccc(Cl)cc1 was read as p53ts 32C kill 1%, p53ts 39C kill 8%, IkB sig inh 1.0% and Peg3 imprint -3%.
CCCn1c(=O)c2c(c3ccccc31)OC(C)C(=O)N2 (configuration not stated) was read as p53ts 32C kill 0%, p53ts 39C kill -6%, IkB sig inh 1.6% and Peg3 imprint 14%.

Random excerpt: two compounds from above.
CN(C)c1ncc(C(=O)NCc2ccc(Cl)cc2)cn1 was read as p53ts 32C kill 1%, p53ts 39C kill 14%, IkB sig inh -0.3% and Peg3 imprint 6%[10.9 µM].
CCN(CC(=O)N1CCCCCC1)S(=O)(=O)c1ccc(Cl)cc1 was read as p53ts 32C kill 1%, p53ts 39C kill 8%, IkB sig inh 1.0% and Peg3 imprint -3%.

(continued)
N#CC1=C2SCN(Cc3ccccc3)CN2C(=O)CC1c1ccccc1F (configuration not stated) was read as p53ts 32C kill -2%, p53ts 39C kill -3%, IkB sig inh 5.3% and Peg3 imprint -9%.
Screening CCOc1ccc(CCNc2nc3c(c(=O)n(C)c(=O)n3C)n2CC)cc1OCC returned p53ts 32C kill -3%, p53ts 39C kill 8%, IkB sig inh 0.6% and Peg3 imprint -11%.
CCNC(=O)Cc1ccc(NS(=O)(=O)c2ccc(F)cc2)cc1 was read as p53ts 32C kill -9%, p53ts 39C kill -3%, IkB sig inh 5.4% and Peg3 imprint -16%.
Screening CCOC(=O)C1=C(CS(=O)(=O)c2ccc(F)c(C)c2)NC(=O)NC1c1ccc(F)c(F)c1 (configuration not stated) returned p53ts 32C kill -1%, p53ts 39C kill 7%, IkB sig inh inconclusive and Peg3 imprint -11%[10.9 µM].
Screening Nc1ccc(Cl)cc1[N+](=O)[O-] returned p53ts 32C kill 3%[1.84 µM], p53ts 39C kill -2%, IkB sig inh -0.7% and Peg3 imprint -4%.
Screening CCN(CC)CCCN1C(=O)C(O)=C(C(=O)c2cccs2)C1c1ccccn1 (configuration not stated) returned p53ts 32C kill 6%, p53ts 39C kill 7%, IkB sig inh -1.5% and Peg3 imprint -1%.
For CCCNC(=O)CN1C(=O)COc2ccc(S(=O)(=O)N3CCCC3)cc21 the results were p53ts 32C kill 2%, p53ts 39C kill -11%, IkB sig inh 1.3% and Peg3 imprint -8%[10.9 µM].
Screening CCOc1ccc(CCNC(=O)c2ccc(C)c(-n3cnc4cccnc43)c2)cc1 returned p53ts 32C kill -19%, p53ts 39C kill inconclusive, IkB sig inh inconclusive and Peg3 imprint -5%[10.9 µM].
For N#CC1=C(N)C(C#N)(C#N)[C@H](c2ccoc2)[C@H]2CN(Cc3ccccc3)CC=C12 the results were p53ts 32C kill 16%, p53ts 39C kill 10%, IkB sig inh 6.5% and Peg3 imprint -15%.
`COc1ccc(NC(=O)C2CCC(CNS(=O)(=O)c3cccc4nsnc34)CC2)cc1OC` (configuration not stated) gave p53ts 32C kill 13%, p53ts 39C kill -22%, IkB sig inh -0.2% and Peg3 imprint -9%[10.9 µM].
Screening CCOC(=O)c1c(C)c(-c2ccccc2)n(CC(=O)N2CCCC2)c1C returned p53ts 32C kill 19%, p53ts 39C kill 11%, IkB sig inh 4.9% and Peg3 imprint -16%.
Screening O=C(Cn1cnc2ccccc2c1=O)c1ccc2c(c1)OCCO2 returned p53ts 32C kill inconclusive, p53ts 39C kill inconclusive, IkB sig inh 1.3% and Peg3 imprint -19%.
`Cc1cc(NS(=O)(=O)c2ccc(NC(NC(=O)C(C(F)(F)F)C(F)(F)F)(C(F)(F)F)C(F)(F)F)cc2)no1` gave p53ts 32C kill 12% and p53ts 39C kill 5%.
For CC1=C(C(=O)OCc2ccccc2)C(c2cccc(Cl)c2Cl)CC(=O)N1 (configuration not stated) the results were p53ts 32C kill 0%, p53ts 39C kill -13%, IkB sig inh 4.1% and Peg3 imprint 7%[10.9 µM].
For COc1ccc(Oc2ncnc3c2ncn3Cc2ccccc2)cc1 the results were p53ts 32C kill 0%, p53ts 39C kill 5%, IkB sig inh 0.6% and Peg3 imprint -23%.
Screening Cc1cccc(NC(=O)Nc2ccc(C)c(C)c2)n1 returned p53ts 32C kill -19%, p53ts 39C kill inconclusive, IkB sig inh 0.8% and Peg3 imprint -3%[10.9 µM].
For COc1ccc(-c2nc(CSCC(=O)N3CCN(c4ccccc4F)CC3)c(C)o2)cc1 the results were p53ts 32C kill -6%, p53ts 39C kill -4%, IkB sig inh inconclusive and Peg3 imprint -6%[10.9 µM].
Screening CCOC(=O)CC(=O)Nc1ccccc1C(=O)O returned p53ts 32C kill 4%, p53ts 39C kill -1%, IkB sig inh 3.2% and Peg3 imprint -52%[inhibitor].
CCOc1cccc(/C(O)=C2/C(=O)C(=O)N(CCOC)C2c2ccncc2)c1 (configuration not stated) was read as p53ts 32C kill -6%, p53ts 39C kill 5% and IkB sig inh -0.2%.
`COc1ccc(/C=N/Nc2nonc2N)cc1OC` gave p53ts 32C kill -18% and p53ts 39C kill -10%.
`O=C(Nc1ccc2c(c1)nc1n2CCN(Cc2ccccc2)C1)c1cccs1` gave p53ts 32C kill -13%, p53ts 39C kill -13%, IkB sig inh inconclusive and Peg3 imprint -10%.
Screening O=c1[nH]c(=O)n(C2CC(O)C(CO)O2)cc1F (configuration not stated) returned p53ts 32C kill 5%, p53ts 39C kill -15% and Peg3 imprint -36%[inhibitor].
CCOC(=O)c1ccc(N2C(=O)CC(N3CCN(C/C=C/c4ccccc4)CC3)C2=O)cc1 (configuration not stated) was read as p53ts 32C kill -21%, p53ts 39C kill 4%, IkB sig inh 2.6% and Peg3 imprint 11%.
For O=C(NCc1cccs1)Nc1cccs1 the results were p53ts 32C kill -13%, p53ts 39C kill -19%, IkB sig inh 1.7% and Peg3 imprint -26%.

In the list so far, five have a Cl atom.
CN(C)c1ncc(C(=O)NCc2ccc(Cl)cc2)cn1 was read as p53ts 32C kill 1%, p53ts 39C kill 14%, IkB sig inh -0.3% and Peg3 imprint 6%[10.9 µM].
Clc1cccc(-c2nnc3sc(-c4ccc5c(c4)OCO5)nn23)c1 was read as p53ts 32C kill -2%, p53ts 39C kill -4%, IkB sig inh -0.4% and Peg3 imprint -3%.
CCN(CC(=O)N1CCCCCC1)S(=O)(=O)c1ccc(Cl)cc1 was read as p53ts 32C kill 1%, p53ts 39C kill 8%, IkB sig inh 1.0% and Peg3 imprint -3%.
Screening Nc1ccc(Cl)cc1[N+](=O)[O-] returned p53ts 32C kill 3%[1.84 µM], p53ts 39C kill -2%, IkB sig inh -0.7% and Peg3 imprint -4%.
For CC1=C(C(=O)OCc2ccccc2)C(c2cccc(Cl)c2Cl)CC(=O)N1 (configuration not stated) the results were p53ts 32C kill 0%, p53ts 39C kill -13%, IkB sig inh 4.1% and Peg3 imprint 7%[10.9 µM].

(next part)
Cc1nn(-c2ccc(N3CCCC3)nn2)c(C)c1CCC(=O)Nc1ccc(F)cc1F was read as p53ts 32C kill 1%, p53ts 39C kill -16%, IkB sig inh inconclusive and Peg3 imprint 29%[10.9 µM].
Screening CCOc1ccc(C(=O)OCc2cc(=O)n3cc(C)sc3n2)cc1 returned p53ts 32C kill 6%, p53ts 39C kill -19%, IkB sig inh -0.6% and Peg3 imprint -6%[10.9 µM].
For CCc1c(C)nc(N)nc1OCC(F)(F)C(F)F the results were p53ts 32C kill 11%, p53ts 39C kill 6%, IkB sig inh -1.1% and Peg3 imprint -9%.
CC(C)CC1N=C2c3ccccc3N=C(SCc3cc(=O)n4ccccc4n3)N2C1=O (configuration not stated) was read as p53ts 32C kill -12%, p53ts 39C kill -20%, IkB sig inh -1.9% and Peg3 imprint -10%.
`CCOC(=O)N1CCN(C(=O)C2CCN(S(=O)(=O)N3CCCC3)CC2)CC1` gave p53ts 32C kill -2%, p53ts 39C kill -6%, IkB sig inh -0.6% and Peg3 imprint -4%.
Screening CN(C)S(=O)(=O)n1cnc2ccccc21 returned p53ts 32C kill -2%, p53ts 39C kill 5% and IkB sig inh 1.6%.
